# CCR6 antagonist: CCR6 receptor antagonists, primary screen, cell-based, CHO-K1, luminescence, beta-arrestin, uHTS | C-C chemokine receptor type 6 (Homo sapiens), P51684 | CHO-K1 CCR6 PathHunter beta-arrestin, CCL20-stimulated | inhibition, % at 20 µM | actives 0.49% (n = 340,000) | AID 493098, 2011;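 active = compounds whose inhibition of the agonist-driven luminescence signal at 20 µM reaches about 50%, limit read from the data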;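 note: cells stimulated with CCL20 at 14 nM final; plate controls were DMSO with CCL20 for no effect and DMSO without agonist for full effect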
# EBI2 antag: EBI2 receptor antagonists, beta-arrestin recruitment, primary screen, cell-based, luminescence, 7a,25-OHC stimulation, uHTS | actives 0.81% (n = 360,000) | 7a,25-OHC stimulated | AID 651636, 2012 | inhibition, % at 5 µM; in the data active = inhibition above about 38%;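 note: enzyme fragment complementation signal reports receptor beta-arrestin coupling in cells; 0% = agonist plus DMSO wells and 100% = wells without agonist; some results beyond the cut were filed as inactive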
# UPR XBP1 act: activators of adaptive XBP1 UPR arm, primary screen, cell-based, CHO-XBP1 luciferase reporter, luminescence, uHTS | activation, % at 20 µM | actives 0.33% (n = 330,000) | IRE1-XBP1 UPR activation; percent of tunicamycin response, DMSO as zero;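 active = versus positive control, 20 µM dose yields 30% or more activation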;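 note: 100% = tunicamycin at 10 µg/mL and 0% = DMSO only wells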
#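 Material: CHO-XBP1 cells stably carrying IRE1-XBP1-driven luciferase reporter | Medium: F12 with 10% serum | Compound dosing: 20 µM single concentration, DMSO 1% | Incubation: Overnight seeding at 37 °C, 6 h compound treatment at 37 °C | Detection: Steady-Glo luminescence read | Read-out basis: % activation of reporter signal versus tunicamycin and DMSO controls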
# UPR CHOP act: activators of apoptotic CHOP UPR arm, primary screen, cell-based, CHO-CHOP luciferase reporter, luminescence, uHTS | UPR activation; percent of tunicamycin response over DMSO baseline | activation, % at 10 µM | actives 0.34% (n = 330,000);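 active = at 10 µM dose, activation of 40% or more, normalized to positive control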;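 note: 100% = tunicamycin at 10 µg/mL and 0% = DMSO alone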
#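 Assay system: CHO cells with stable CHOP pathway luciferase reporter; Buffer or medium: F12 plus 10% serum; Times: 16-18 h cell attachment, then 6 h compound exposure, 37 °C; Signal: luciferase luminescence; Read-out basis: percent activation relative to tunicamycin control; Control set: tunicamycin high control, DMSO low control.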
# CXCR6 block: CXCR6 receptor inhibitors, primary screen, cell-based, beta-arrestin, luminescence, CHO-K1 PathHunter, 1536-well. C-X-C chemokine receptor type 6 (Homo sapiens), O00574. inhibition, % at 20 µM. actives 0.36% (n = 360,000); in the data active = inhibition above about 34%, passing the limit was not always enough;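 note: antagonist mode with CXCL16 agonist at 10 nM final; 0% = 10 nM CXCL16 with DMSO and 100% = unstimulated wells without agonist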
# Jurkat NFkB inh: inhibitors of induced NF-kB luciferase reporter, primary screen, TCR NF-kB activation inhibitor project, cell-based, luminescence, uHTS | Jurkat, PMA/ionomycin-induced NF-kB luciferase reporter | actives 0.53% (n = 330,000) | AID 435003, 2010 | inhibition, % at 4 µM; in the data active = inhibition above about 50%
# 697 NFkB inh: inhibitors of PMA/ionomycin-induced NF-kB reporter, 697 cells, primary screen, B-cell NF-kB inhibitor project, cell-based, luminescence, uHTS; inhibition, % at 4 µM; actives 0.33% (n = 330,000); 697 B-cell NF-kB luciferase reporter, 16 h; in the data active = inhibition above about 35%
# Gli-Sufu antag: Gli-Sufu pathway antagonists, primary screen, luciferase luminescence, Sufu-KO-LIGHT cells, uHTS; Sufu-KO-LIGHT fibroblasts, Gli luciferase reporter luminescence; inhibition, % at 5 µM; actives 0.74% (n = 340,000); AID 588413, 2011;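 active = inhibition above about 55%, limit read from the data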;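 note: 0% = DMSO-treated cells and 100% = wells with medium but no cells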
# Mdm2 MdmX PPI: inhibitors of human Mdm2-MdmX association, primary screen, cell-based, luminescence, split luciferase, SaOS-2, uHTS | Protein Mdm4 (Homo sapiens) + E3 ubiquitin-protein ligase Mdm2 (Homo sapiens), … | actives 3% (n = 330,000) | inhibition, % at 8 µM | SaOS-2 split-luciferase Mdm2/MdmX complementation;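 active = inhibition of at least 50% at 8 µM in the primary screen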
# Target sequence (O15151 whole entry, looked up): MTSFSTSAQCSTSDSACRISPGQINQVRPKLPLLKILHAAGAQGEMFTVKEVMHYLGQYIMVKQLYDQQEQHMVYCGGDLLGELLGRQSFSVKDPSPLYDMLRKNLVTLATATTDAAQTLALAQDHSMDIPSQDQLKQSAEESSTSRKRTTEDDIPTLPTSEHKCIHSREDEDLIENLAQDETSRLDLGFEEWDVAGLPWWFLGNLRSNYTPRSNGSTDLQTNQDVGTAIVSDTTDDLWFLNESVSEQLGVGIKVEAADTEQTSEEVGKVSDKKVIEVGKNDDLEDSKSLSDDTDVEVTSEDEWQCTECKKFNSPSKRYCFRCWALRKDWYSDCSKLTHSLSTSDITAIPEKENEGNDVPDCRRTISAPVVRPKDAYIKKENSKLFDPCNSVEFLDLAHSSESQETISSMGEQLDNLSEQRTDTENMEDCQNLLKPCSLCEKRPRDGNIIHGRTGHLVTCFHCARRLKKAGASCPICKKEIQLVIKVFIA
# Target sequence (Q00987 whole entry, looked up): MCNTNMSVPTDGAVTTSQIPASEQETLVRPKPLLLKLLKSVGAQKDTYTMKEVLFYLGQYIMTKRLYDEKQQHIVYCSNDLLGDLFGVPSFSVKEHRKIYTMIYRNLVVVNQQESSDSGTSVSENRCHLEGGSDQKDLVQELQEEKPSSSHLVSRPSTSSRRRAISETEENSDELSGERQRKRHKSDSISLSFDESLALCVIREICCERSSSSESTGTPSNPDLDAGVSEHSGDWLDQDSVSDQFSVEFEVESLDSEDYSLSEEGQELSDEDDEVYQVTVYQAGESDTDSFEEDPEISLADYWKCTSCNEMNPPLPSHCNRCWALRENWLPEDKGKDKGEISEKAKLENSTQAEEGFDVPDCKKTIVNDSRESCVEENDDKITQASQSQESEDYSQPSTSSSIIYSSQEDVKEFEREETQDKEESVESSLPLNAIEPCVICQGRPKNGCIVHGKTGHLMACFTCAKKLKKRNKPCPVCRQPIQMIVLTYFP
# * marks the source's active call; other numbers are inactive results; / = not tested or not shown; & = joins results of further samples.
SMILES,CCR6 antagonist,EBI2 antag,UPR XBP1 act,UPR CHOP act,CXCR6 block,Jurkat NFkB inh,697 NFkB inh,Gli-Sufu antag,Mdm2 MdmX PPI
CC(C)(CSc1ccccn1)NS(=O)(=O)c1ccc(Cl)cc1,-7,-7,0,-0.4,6,9,3,1,8
Cc1ccc(CNC(=O)C2CC=CCC2C(=O)O)cc1 (stereo not drawn),-6,-3,0,-0.6,-3,-26,-20,1,-6
CCc1cc2c(=O)[nH]cnc2s1,4,-3,-4,-0.7,5,-4,-2,3,21
Cc1cccc([C@@H]2[C@@H]3C(=O)N(Cc4ccccc4)C(=O)[C@@H]3[C@]3(Cc4ccc(Cl)cc4)C(=O)N(c4ccccc4)C(=O)N23)c1,-10,10,-2,0.2,-2,-14,9,1,40
c1ccc(-n2nnnc2NC2CCCCC2)cc1,27,-13,-2,0.0,7,0,-22,3,9
COc1ccc(C)cc1-n1c(-c2ccncc2)n[nH]c1=S,-1,5,-1,0.4,-29,-11,-7,-3,3
Cc1c(Nc2nc(C(F)(F)F)nc3ccccc23)c(=O)n(-c2ccccc2)n1C,9,-9,1,-0.7,9,-4,12,17,-10
CSc1nc(N(C)C)c2ccccc2n1,2,10,2,-1.3,0,4,-5,-2,17
COc1cccc(NC(=O)COC(=O)COc2ccccc2[N+](=O)[O-])c1,11,-9,-1,-0.5,-2,-6,4,1,-1
CCc1cc(/C(Cc2ccccn2)=N\Nc2ccccc2)c(O)cc1O,19,3,1,1.1,1,-6,4,1,5
Cc1cc(C)nc(SCC(=O)c2ccc(F)c(C)c2)n1,16,-2,2,3.3,3,7,-2,1,-2
CCOC(=O)c1c(C)[nH]c(=S)c(C#N)c1-c1ccccc1,21,-14,-3,1.0,-10,7,13,2,-11
CS(=O)(=O)N1CCC(C(=O)N2CCN(c3ccccc3)CC2)CC1,-2,2,-2,-2.6,17,8,13,-1,0
Cc1cc2cc(C#N)c(N3CCN(S(C)(=O)=O)CC3)nc2cc1C,5,-7,1,1.2,8,-10,20,0,4
CCCc1nc(SCC(=O)N2CCc3ccccc32)c2c(C)c(C)sc2n1,/,/,7,1.2,/,-1,-1,/,38
Cc1ccc(Cl)c(OCC(=O)N(C)CC(=O)Nc2ccc(N3CCOCC3)cc2)c1,10,4,-2,0.5,5,13,9,-11,19
NNC(=O)COc1ccc2oc3c(c2c1)CCCC3,-24,-5,-2,-0.2,-13,-5,4,22,1
Cc1nc2c(o1)CCc1ccccc1C2N1CCN(C)CC1 (stereo not drawn),-3&-7&5,-14&-11&-3,0&1,-1.5&-3.1,1&1&2,12&-3,12&-7,11&13&10,-3&5
S=c1[nH]nc(-c2cccc(Cl)c2)n1CCN1CCCCC1,1,-1,-2,1.3,6,13,11,0,-1
CCCCC(=O)OCC(=O)c1[nH]c(C)c(C(=O)OCC)c1C,12,-4,1,5.3,15,-9,6,-2,0
CCCCn1c(N)c(N(CC(C)C)C(=O)CC2CCCCC2)c(=O)[nH]c1=O,2,-8,-4,1.5,7,11,-5,-4,9
Cc1c(NC(=O)CSc2ccc(Cl)cc2)cccc1-c1nc2ncccc2o1,10,2,-3,-1.5,-6,-4,-23,-1,20
COc1ccccc1-c1cc(C(=O)N/N=C/c2sccc2C)c2ccccc2n1,28,11,-5,-2.2,4,16,10,1,46
Cc1nn(Cc2ccccc2)c(C)c1C(=O)OCC(=O)c1cc(C)n(CC(F)(F)F)c1C,18,20,-3,-1.9,9,25,19,4,29
N#C/C(=N\Nc1cccc(C(F)(F)F)c1)C(=O)c1csc(-c2cccnc2)n1,26,-3,-2,-0.6,12,-8,-1,0,46
SMILES,CCR6 antagonist,EBI2 antag,UPR XBP1 act,UPR CHOP act,CXCR6 block,Jurkat NFkB inh,697 NFkB inh,Gli-Sufu antag,Mdm2 MdmX PPI
COCCCn1cc(C(=O)c2cc(OC)ccc2OCC(=O)Nc2cc(C)on2)cc(C#N)c1=O,6,-12,5,0.8,-1,-11,-21,/,6
COC(=O)c1ccc(CNC(=O)COC(=O)/C=C/c2ccc(OC)c(OC)c2)cc1,1,1,1,1.0,2,-1,2,2,-2
c1ccc(-n2cnnc2SCc2cn3ccsc3n2)cc1,8,-7,-1,0.1,-3,-2,-1,2,0
CCCCCc1cc(=O)oc2c(C(CCN3CCN(c4ccccc4)CC3)c3ccc4c(c3)OCO4)c(OC)cc(OC)c12 (stereo not drawn),13,22,-4,0.5,13,-20,10,-21,46
Cc1cc(/C=C(/C#N)c2nc3ccccc3[nH]2)c(C)n1-c1ccccc1C(=O)O,2,4,4,-3.0,4,13,14,-5,-2
COc1ccc(C(=O)Nc2ccc3c(c2)OCCO3)cc1,3,-1,-5,-4.0,0,-100,-210,-93,-60
COc1ccc(C(C)=O)cc1CS(=O)(=O)CC(=O)NCCc1c[nH]c2ccccc12,7,1,-3,-0.4,6,-4,14,/,37
COc1ccc(C)cc1NC(=O)CNC(=O)c1sc2ccccc2c1Cl,4,-9,-1,1.0,-8,-2,-6,-6,21
O=C(NCc1nc2ccccc2[nH]1)c1ccc(S(=O)(=O)N2CCOCC2)cc1,8,-2,0,-2.8,11,14,6,-2,19
CC1=C(C(=O)OC2CCCCC2)C(c2ccc(N(C)C)cc2)NC(=O)N1 (stereo not drawn),7,-12,-4,1.6,-3,5,11,-9,30
O=C(ONC1=NCCCCC1)c1c(F)cccc1F,-22,9,-1,0.7,1,0,-13,-2,65*
CC1(C)CC(=O)C(C2=NC3(CCCCCC3)Cc3ccccc32)=C(O)C1,-3,-6,-4,1.1,6,-4,-12,1,5
CCN1CCCC1CNC(=O)c1ccc2c(c1)NC(=O)/C(=C\c1ccc(OC)c(OC)c1)S2 (stereo not drawn),19,0,5,-0.2,-4,-50,-19,13,53*
O=C(Nc1cccc(-c2cn3c(n2)SCC3)c1)c1ccc(Br)o1,18,0,-2,-0.5,-8,-8,8,-20,2
COCCNC(=O)Cn1c(=O)n(Cc2ccco2)c(=O)c2ccccc21,5,-5,1,0.4,-6,7,-27,1,-1
COc1ccc(Nc2nc(-c3cccc([N+](=O)[O-])c3)nc3ccccc23)cc1,2,-14,5,-1.0,2,-16,-5,5,55*
O/N=C/c1ccccc1Oc1ccc(Cl)cc1,10,2,10,0.4,-1,15,-3,2,33
CCOc1ccc(OCc2ccc(C(=O)N(C)c3ccccc3)o2)cc1,3,-1,-3,4.0,-2,-14,-84,-12,1
COC(=O)CSc1nc2cc3c(cc2cc1C)OCCO3,9,-13,5,0.5,-2,-7,-24,-1,2
C[C@@H]1[C@H]2[C@@H]3CC[C@@H](C3)[C@H]2CN[C@H]1c1cn(Cc2ccccc2)c2ccccc12,-1,1,3,1.6,-18,/,-9,-3,54*
CN1CCN(C(=O)c2cc3cc(F)ccc3[nH]2)CC1,8,12,3,4.4,-2,-8,-14,-1,9
CSCCNC(C)=O,/,/,0,-2.2,/,-7,19,/,4
O=C(N1CCOCC1)C1(S(=O)(=O)c2ccccc2)CC=CC1,-7,-6,-1,-0.6,0,-8,8,-3,3
NC1=NC(=O)C(=Cc2ccccc2)S1,14,-12,/,/,7,/,/,-2,/
CCCCc1nc2ccccc2c(NC(=O)CN2CCCC2)c1CCC,2,-4,-3,-0.1,2,7,14,-5,6

# Ordered by number of heavy atoms (rising): some entries from above.
SMILES,CCR6 antagonist,EBI2 antag,UPR XBP1 act,UPR CHOP act,CXCR6 block,Jurkat NFkB inh,697 NFkB inh,Gli-Sufu antag,Mdm2 MdmX PPI
CSCCNC(C)=O,/,/,0,-2.2,/,-7,19,/,4
CCc1cc2c(=O)[nH]cnc2s1,4,-3,-4,-0.7,5,-4,-2,3,21
NC1=NC(=O)C(=Cc2ccccc2)S1,14,-12,/,/,7,/,/,-2,/
NNC(=O)COc1ccc2oc3c(c2c1)CCCC3,-24,-5,-2,-0.2,-13,-5,4,22,1
Cc1ccc(CNC(=O)C2CC=CCC2C(=O)O)cc1 (stereo not drawn),-6,-3,0,-0.6,-3,-26,-20,1,-6
COC(=O)CSc1nc2cc3c(cc2cc1C)OCCO3,9,-13,5,0.5,-2,-7,-24,-1,2
COc1ccc(C)cc1NC(=O)CNC(=O)c1sc2ccccc2c1Cl,4,-9,-1,1.0,-8,-2,-6,-6,21
CCCCn1c(N)c(N(CC(C)C)C(=O)CC2CCCCC2)c(=O)[nH]c1=O,2,-8,-4,1.5,7,11,-5,-4,9
C[C@@H]1[C@H]2[C@@H]3CC[C@@H](C3)[C@H]2CN[C@H]1c1cn(Cc2ccccc2)c2ccccc12,-1,1,3,1.6,-18,/,-9,-3,54*
Cc1cc(/C=C(/C#N)c2nc3ccccc3[nH]2)c(C)n1-c1ccccc1C(=O)O,2,4,4,-3.0,4,13,14,-5,-2
COC(=O)c1ccc(CNC(=O)COC(=O)/C=C/c2ccc(OC)c(OC)c2)cc1,1,1,1,1.0,2,-1,2,2,-2
Cc1nn(Cc2ccccc2)c(C)c1C(=O)OCC(=O)c1cc(C)n(CC(F)(F)F)c1C,18,20,-3,-1.9,9,25,19,4,29
CCN1CCCC1CNC(=O)c1ccc2c(c1)NC(=O)/C(=C\c1ccc(OC)c(OC)c1)S2 (stereo not drawn),19,0,5,-0.2,-4,-50,-19,13,53*

# Remaining list, next part:
SMILES,CCR6 antagonist,EBI2 antag,UPR XBP1 act,UPR CHOP act,CXCR6 block,Jurkat NFkB inh,697 NFkB inh,Gli-Sufu antag,Mdm2 MdmX PPI
N/C(=N\OC(=O)COc1ccc(Cl)cc1)c1cccnc1,-7,0,0,5.8,-3,0,-37,7,0
CCOc1cccc(C(=O)N(Cc2ccco2)C2CCS(=O)(=O)C2)c1 (stereo not drawn),4,-11,3,-1.1,2,24,20,-2,13
CCCCc1ccc(S(=O)(=O)NCCCN2CCCC2=O)cc1,-2,-3,-3,2.8,-4,20,-20,11,-5
O=C(c1ccccc1)N1CCN(c2ncnc3c(-c4ccccc4)nsc23)CC1,4,8,3,1.1,8,-52,-44,-11,-49
Cn1c(Cc2ccccc2)[n+](C)c2ccccc21,-2,-7,-2,0.1,-1,8,-1,3,-10
CCOc1ccc(N2C(=O)CC(SC(=NC)Nc3ccc(F)cc3)C2=O)cc1 (stereo not drawn),-16,8,-2,-2.0,-14,-16,-60,4,11
Cc1ccc(-c2csc(NC(=O)c3ccc(C)o3)n2)cc1,5,-3,1,3.5,-2,-2,-10,19,-13
CSc1nc2c(c(=O)n1-c1ccc(F)cc1)SCC2,8,1,-2,0.9,5,-15,11,1,-1
OC(Cn1cncn1)c1ccc(Cl)cc1 (stereo not drawn),3,1,2,-1.1,-4,3,12,4,-15

# Screens (PubChem)
